High-throughput results from PubChem BioAssay.
MITF act: activators of MITF-driven TRPM1 promoter reporter, primary screen, cell-based, SK-MEL-5, luciferase, single point; SK-MEL-5 TRPM1-promoter luciferase, 24 h; % of positive control, neutral wells = 0; activation, % at 12.5 µM; 300,000 compounds, 0.75% hits;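 active means mean activation of at least 80% with every replicate also reaching 80%; inconclusive means mean reaches 80% but some replicate falls short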;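 further: 0% = neutral control wells and 100% = parthenolide positive control wells; values of inactives mirror those of a sister screen read the other way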
PvdQ inh: P. aeruginosa PvdQ acylase inhibitors, primary screen, biochemical, fluorescence, plate reader and imaging, single point. inhibition, % at 10 µM. PvdQ acylase [Pseudomonas aeruginosa LESB58]. purified PvdQ acylase. 340,000 compounds, 0.063% hits. AID 488965, 2010; in the data active means inhibition above about 30%, passing the limit was not always enough; inconclusive means no clear call, values can overlap the other calls;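 further: 0% = vehicle neutral wells and 100% = reference inhibitor wells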
NSD2 HMT inh: NSD2 histone methyltransferase inhibitors, primary screen, biochemical, AlphaScreen, single concentration, set 2; 310,000 compounds, 0.54% hits; inhibition, % at 12.5 µM; NSD2 peptide methylation, 120 min; Histone-lysine N-methyltransferase NSD2 (Homo sapiens), O96028; in the data active means inhibition above about 50%
HTR5A inv ag: HTR5A inverse agonists in luminescence cell assay, primary screen, counter-screen for OPRM1-OPRD1 heterodimer inverse agonist project, full-deck HTS. inhibition, % at 9.3 µM. 5-hydroxytryptamine receptor 5A (Homo sapiens), P47898. AID 504634, 2011. 340,000 compounds, 0.083% hits. HTR5A cell line, inverse agonism; in the data active means inhibition mostly above about 23%, no sharp cut-off; inactive means mostly below about 18%;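 further: 0% = cells with DMSO and 100% = no-cell wells with DMSO; some compounds called inactive have numbers as strong as hits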
CDK5 p35 inh: inhibitors of human CDK5/p35 kinase, primary screen, biochemical, single concentration. Cyclin-dependent kinase 5 (Homo sapiens) + Cyclin-dependent kinase 5 activator 1 (Homo …. Recombinant CDK5/p35, ADP-Glo luminescence, 60 min. inhibition, % at 10 µM. 330,000 compounds, 0.01% hits;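 active means highest replicate inhibition of at least 50% and at least 75% of replicates reaching 50%; inconclusive means only one of the two criteria met; inactive means both criteria failed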;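 further: plate controls were DMSO neutral control for no effect and GW8510 at 10 µM for full effect; many of its hits are not listed in these tables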
Target sequence (Q00535 whole entry, looked up): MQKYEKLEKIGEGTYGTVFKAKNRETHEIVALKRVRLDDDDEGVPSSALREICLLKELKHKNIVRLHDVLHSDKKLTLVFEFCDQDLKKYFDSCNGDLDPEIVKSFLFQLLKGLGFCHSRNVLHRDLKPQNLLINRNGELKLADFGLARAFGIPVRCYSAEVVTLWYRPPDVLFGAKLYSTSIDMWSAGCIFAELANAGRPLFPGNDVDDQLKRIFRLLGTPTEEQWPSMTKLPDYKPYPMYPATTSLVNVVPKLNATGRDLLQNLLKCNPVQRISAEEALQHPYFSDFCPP
Target sequence (Q15078 whole entry, looked up): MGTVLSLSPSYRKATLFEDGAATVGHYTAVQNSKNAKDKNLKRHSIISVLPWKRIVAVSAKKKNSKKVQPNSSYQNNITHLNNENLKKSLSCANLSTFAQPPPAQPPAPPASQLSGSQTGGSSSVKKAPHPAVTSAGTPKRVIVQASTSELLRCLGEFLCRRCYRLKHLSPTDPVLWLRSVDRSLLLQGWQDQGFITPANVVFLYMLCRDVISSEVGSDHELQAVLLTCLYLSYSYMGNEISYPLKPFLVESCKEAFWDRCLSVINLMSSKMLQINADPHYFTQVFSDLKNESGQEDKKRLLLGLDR
SR-BI HDL uptake: inhibitors of SR-BI mediated HDL lipid uptake, primary screen, ldlA[mSR-BI] cells, fluorescence, single point; Scavenger receptor class B member 1 (Mus musculus), Q61009; ldlA[mSR-BI] CHO cells, DiI-HDL uptake fluorescence, 3 h; inhibition, % at 12.5 µM; 320,000 compounds, 0.96% hits; AID 488896, 2010;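 active means mean replicate inhibition of at least 70% and a set share of replicates each scoring 70 or more; inconclusive means meets just one of the two criteria; inactive means fails both criteria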;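 further: 0% = median of neutral control wells and 100% = median of positive control wells; values of inactives mirror those of a sister screen read the other way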
Wnt act: Wnt/beta-catenin pathway activators, primary screen, cell-based, plate reader, single point; Wnt/beta-catenin reporter cell assay, activator; activation, % at 9.35 µM; 300,000 compounds, 1.2% hits; in the data active means activation above about 30%, passing the limit was not always enough; inconclusive means no clear call, values can overlap the other calls;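 further: 0% = neutral control wells and 100% = positive control wells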
HTR5A ag ctr: HTR5A agonists in luminescence cell assay, primary screen, counter-screen for OPRM1-OPRD1 heterodimer agonist project, full-deck HTS; activation, % at 9.3 µM; 340,000 compounds, 0.61% hits; 5-hydroxytryptamine receptor 5A (Homo sapiens), P47898; cell-based; in the data active means activation mostly above about 9.5%, no sharp cut-off; inactive means mostly below about 7.6%;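 further: 0% = cells with vehicle only and 100% = reference agonist; strong numbers were not always called active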
V-ATPase pHluor: regulators of yeast V-ATPase proton pumping, primary screen, pHLuorin cytosolic pH fluorescence. response, % at 10 µM. AID 504577, 2011. 350,000 compounds, 0.37% hits. S. cerevisiae; in the data active means response mostly above about 7.3%, no sharp cut-off; inactive means mostly below about 5.4%; further: actives read high; inactives centre near 0; some compounds called inactive have numbers as strong as hits; reference of the scale not given here
dFosB activator: activators of delta FosB homodimer, primary screen, biochemical, fluorescence polarization, TAMRA-CDK5 oligo, single point; purified delta FosB; percent of positive-control signal above neutral wells; 340,000 compounds, 0.99% hits; activation, % at 25 µM; AID 493131, 2011; Protein FosB (Mus musculus), P13346;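 active means mean activation above about 17%, with every replicate also reaching it, limit read from the data, passing the limit was not always enough; inconclusive means only one of the two conditions met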;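 further: fluorescence polarization rise as delta FosB binds a TAMRA Cdk5 AP-1 oligo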
Target sequence (P13346 whole entry, looked up): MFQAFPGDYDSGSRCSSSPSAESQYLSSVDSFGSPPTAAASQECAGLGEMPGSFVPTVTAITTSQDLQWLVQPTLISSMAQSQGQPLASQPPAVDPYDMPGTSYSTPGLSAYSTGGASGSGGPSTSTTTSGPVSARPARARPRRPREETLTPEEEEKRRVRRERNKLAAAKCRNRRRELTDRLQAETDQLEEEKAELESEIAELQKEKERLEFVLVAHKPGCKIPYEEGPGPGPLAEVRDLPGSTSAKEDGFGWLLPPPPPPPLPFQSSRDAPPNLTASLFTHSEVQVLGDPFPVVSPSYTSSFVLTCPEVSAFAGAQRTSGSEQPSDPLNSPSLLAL
Active calls of the source: *; ? = inconclusive; · = not tested or not shown.

SMILES | MITF act | PvdQ inh | NSD2 HMT inh | HTR5A inv ag | CDK5 p35 inh | SR-BI HDL uptake | Wnt act | HTR5A ag ctr | V-ATPase pHluor | dFosB activator
C=CCOc1ccccc1CNCCNC(=O)c1nonc1N | -2 | -18 | -1 | 6 | -0.7 | 3 | 0 | 0 | -5 | 2
O=C(O)Cc1ccc(NC(=O)c2ccc(NC(=O)C3CC3)cc2)cc1 | 8 | 9 | -3 | 9 | 0.4 | 4 | -1 | 0 | -5 | 3
Cc1cccn2cc(-c3cccc(S(=O)(=O)N4CCOCC4)c3)nc12 | 0 | -12 | -1 | -5 | -1.1 | -3 | 1 | 2 | 6 | 6
CN(C)c1ccnc(Nc2ccc(F)cc2)c1C#N | -3 | -14 | -3 | · | -5.3 | -21 | · | · | 4 | 0
CCOc1ccc(OCc2nnc(SCC(=O)NC3CCS(=O)(=O)C3)n2-c2ccc(Cl)cc2)cc1 (centres undefined) | 4 | 1 | 1 | 7 | -0.3 | 14 | -2 | 6 | -4 | -16
CC[C@]12c3[nH]c4ccc(OC)cc4c3CCN1C(=O)C(CC(=O)NCCCn1ccnc1)C[C@@H]2C(=O)N1CCN(C(=O)c2ccco2)CC1 (some centres undefined) | -1 | -12 | · | 10 | 1.0 | 24 | -1 | -3 | 1 | -7
Cc1ccc(C2=NN(C(=O)c3ccco3)C(O)(C(F)(F)F)C2)cc1 (centres undefined) | 0 | -11 | 18 | -1 | -1.4 | -9 | ? | 0 | 2 | -3
Cc1ccc(-n2c(O)c(C=NCc3ccccn3)c3ccccc3c2=O)cc1C | -4 | 11 | -1 | -1 | 0.0 | -7 | -9 | 1 | -3 | -2
COc1ccccc1-c1cn(S(=O)(=O)c2ccc(C)cc2)nc1N | 4 | 8 | 0 | 3 | 0.7 | · | 1 | -1 | 1 | -15
O=C1CC(N(O)c2ccccc2)C(=O)N1Cc1ccccc1 (centres undefined) | · | -15 | -5 | -24 | -1.2 | -233 | · | -3 | 4 | 6

Copied from the list.
Entry of CCOc1ccc(OCc2nnc(SCC(=O)NC3CCS(=O)(=O)C3)n2-c2ccc(Cl)cc2)cc1 (centres undefined) in HTR5A inv ag: 7
Entry of Cc1cccn2cc(-c3cccc(S(=O)(=O)N4CCOCC4)c3)nc12 in V-ATPase pHluor: 6

Additional results.
SMILES | MITF act | PvdQ inh | NSD2 HMT inh | HTR5A inv ag | CDK5 p35 inh | SR-BI HDL uptake | Wnt act | HTR5A ag ctr | V-ATPase pHluor | dFosB activator
CCc1ccc(CN2C(=O)c3ccccc3C2C(=O)NC(C)CC)cc1 (centres undefined) | 8 | 4 | -3 | 10 | 1.6 | -3 | 0 | -3 | 4 | -9
NC(=O)N1OCC2COc3ccc4ccccc4c3C21 (centres undefined) | 1 | -9 | -4 | -3 | 2.3 | -43 | · | 0 | 4 | 1
Cc1cccc(OCC(=O)NC(Cc2ccccc2)C(=O)O)c1 (centres undefined) | 4 | -2 | 0 | -9 | 1.3 | -1 | · | 0 | 4 | 4
COc1cccc(S(=O)(=O)NCc2ccc(C(=O)Nc3ccc(Cl)c(Cl)c3)cc2)c1 | -20 | 5 | -1 | -11 | -0.8 | 59 | · | 3 | 1 | 3
O=C(CSc1nnc(-c2ccco2)o1)N1CCOCC1 | 7 | -26 | -1 | -11 | 0.1 | -12 | · | -2 | -2 | 1
COCCn1c(SCC(=O)NC(=O)Cc2ccccc2)nc2ccccc2c1=O | 1 | -6 | -3 | -2 | -0.1 | 1 | -1 | 0 | 0 | -7
Cc1nonc1C(=O)N1CCCC(N2CCN(c3ccc(F)cc3)CC2)C1 (centres undefined) | -2 | -9 | -2 | -7 | 0.0 | 2 | -2 | -2 | -1 | -5
COc1ccc(-n2nc(C(=O)NCC(=O)N3CCN(c4ccccc4)CC3)c3ccccc3c2=O)c(OC)c1 | 97* | -11 | 1 | -21 | 0.4 | · | 5 | 7 | 2 | -3
CCOc1ccc(NC(=O)c2ccc(NC(=O)CN3C(=O)C(=O)N(CC(C)C)C3=O)cc2)cc1 | -30 | -4 | 1 | -1 | -4.5 | 76* | 4 | 0 | 2 | -3
COc1ccc2cc(C(=O)C3CCCN(C(=O)c4sc(C)nc4C)C3)ccc2c1 (centres undefined) | -3 | -5 | -1 | -4 | · | 0 | -2 | 1 | -2 | -7
CC(Oc1ccccc1)C(=O)N=C1SC2CS(=O)(=O)CC2N1c1ccccc1 (centres undefined) | -4 | -12 | -1 | -13 | -1.7 | -11 | -1 | 4 | -2 | -3
COc1ccc(S(=O)(=O)N(Cc2cccnc2)Cc2cc3ccccc3[nH]c2=O)cc1 | -8 | -12 | 1 | -7 | 1.1 | -24 | -1 | 0 | 2 | -14
CCn1nc(C(=O)N2CCc3ccccc3C2)c2ccccc2c1=O | 3 | 0 | -1 | 14 | 1.5 | 4 | 2 | 7 | 0 | 2
CC(C)COc1ccc(-c2nnc(-c3ccncc3)o2)cc1 | 54 | -1 | 0 | -3 | 2.4 | -8 | · | 1 | 0 | -3
COn1c(SCc2cccnc2)nc2ccccc2c1=O | -10 | -2 | -1 | 12 | 0.2 | 9 | · | -1 | 0 | -8
Cc1ccccc1Nc1nc(N)nc(COC(=O)/C=C/c2ccco2)n1 | -1 | 1 | 4 | -6 | 3.1 | -8 | -1 | 2 | -1 | -4
Cc1csc(=O)n1CC(=O)Nc1ccc(Cl)c(Cl)c1 | 7 | 0 | 1 | -3 | 1.1 | 25 | -1 | 1 | 3 | 2
Cc1ccc(N2C(=O)C(NC(=O)c3ccccc3F)(C(F)(F)F)C3=C2CC(C)(C)CC3=O)cc1 (centres undefined) | 0 | 2 | -1 | 2 | 1.0 | -2 | -1 | 0 | 6 | 4
O=C(CSc1nnc(Nc2ccccc2F)s1)NCc1ccco1 | 4 | 7 | -6 | 7 | -0.4 | -4 | · | -3 | 4 | 0
COc1ccc(S(=O)(=O)N2CCOCC2)cc1C(=O)Nc1ccc2c(c1)OCO2 | -1 | -7 | 2 | 4 | 1.6 | 11 | 5 | -1 | -1 | -9
COc1ccc(CCC(=O)NCC(c2ccco2)N2CCc3ccccc32)cc1 (centres undefined) | -1 | -13 | 5 | 25 | -5.1 | -1 | -3 | 1 | 1 | -2
CC/C(C)=C1/NC(=O)NC1=O | 4 | -2 | 1 | 6 | 1.2 | -24 | -2 | -2 | -2 | 4
O=C(Nc1cccc2ccccc12)N1CC=C(c2ccccc2)CC1 | -8 | -3 | 0 | 2 | -0.4 | -13 | · | 4 | -3 | -10
O=C(N/N=C/c1cccc([N+](=O)[O-])c1)c1cccc2cc[nH]c12 | 0 | 9 | -2 | 6 | 1.1 | 26 | -2 | -2 | 0 | 10
CC(C)OC(=O)Cn1c(=O)sc2ccccc21 | · | 3 | -1 | 0 | -0.6 | -9 | · | -4 | 4 | -2
c1ccc(-c2nc3c4ccccc4ccn3c2CN2CCOCC2)cc1 | 9 | 11 | -53 | -3 | 2.0 | 8 | 49* | 1 | 1 | -10
COc1ccc(CC(=O)N(Cc2ccccc2)c2ccccc2)cc1S(=O)(=O)N1CCOCC1 | -3 | -10 | 0 | -2 | -0.7 | -22 | -1 | 1 | 2 | -9
COc1ccc(CNS(=O)(=O)c2ccc3c(c2)N(C)CCO3)cc1 | 3 | -5 | 5 | 8 | 0.2 | -44 | 0 | -2 | -1 | -1
COc1ccc(Cn2nc(C)n(N(C)c3ncc(C(F)(F)F)cc3Cl)c2=O)cc1 | 4 | -10 | 7 | 1 | -0.2 | -21 | -3 | -2 | -2 | -14
Cc1cc(C)c2nc(-c3ccccn3)cc(C(=O)Nc3cc(C)on3)c2c1 | -20 | -10 | 1 | 13 | -4.7 | 40 | · | -5 | -6 | 12
O=C(NC(=O)c1ccc(C(F)(F)F)cc1)Nc1ccc(-c2cnco2)cc1 | · | -5 | 1 | 8 | -1.7 | 1 | -2 | -2 | -6 | 1
O=C(Nc1cc(Cl)ccc1-n1cncn1)c1ccccc1OC(F)F | 2 | 6 | -3 | -11 | -0.8 | 37 | -1 | 4 | 0 | -5
COCCOC(=O)C1=C(C)Nc2ncnn2C1c1ccc(F)cc1 (centres undefined) | · | 1 | -4 | 6 | 0.3 | 5 | -3 | -2 | -5 | 2
O=C(NCc1nc(-c2ccc(C(F)(F)F)cc2)no1)Nc1ccc(F)cc1F | · | 0 | -1 | -11 | 1.0 | -5 | -1 | -3 | 2 | 7
COc1ccc(N2CCN(S(=O)(=O)CCNC(=O)C3CC3)CC2)cc1 | 12 | -10 | 0 | 12 | -0.4 | 2 | 0 | -5 | 0 | -8
Cn1c(Nc2ccc(F)cc2)nc2ccccc21 | · | -13 | -2 | 5 | 0.2 | 8 | 1 | 2 | 1 | 3
COc1cc(NC(=O)C2=CC(c3ccco3)=NS(=O)(=O)N2C)cc(OC)c1OC | -2 | 13 | 4 | -11 | -3.4 | 24 | -2 | 3 | -2 | -2
Cc1ccc(Nc2cc(C)nc(-c3ccccc3)n2)cc1 | 122* | 9 | -3 | -29 | 0.7 | 19 | ? | 8 | 3 | -2
COc1ccc(C(=O)Nc2nc(-c3cccs3)c(NC(C)=O)s2)cc1 | 8 | 2 | -1 | 3 | 0.2 | 28 | -1 | 0 | -2 | 0
CN(C(=O)Nc1ccccc1)n1cnc2ccccc2c1=O | · | 0 | -1 | -6 | -0.3 | 1 | 2 | -5 | -4 | 8
CN1c2ccccc2C(O)=C(C(=S)Nc2ccccc2)S1(=O)=O | -10 | 10 | · | -4 | 3.5 | -13 | 0 | -6 | -3 | -8
O=C(O)c1ccc(-c2nc(-c3ccccc3)c(-c3ccccc3)[nH]2)cc1 | 1 | -43 | 4 | 5 | -4.5 | 2 | 0 | 4 | -1 | -5
O=C(Cc1ccccc1)NCC(=O)N/N=C/c1ccc(C(=O)O)cc1 | 0 | -8 | 1 | 3 | 1.2 | -8 | 0 | 0 | 1 | -4
CC1CCCCN1c1nc(-c2ccncc2)nc2ccccc12 (centres undefined) | 11 | 13 | 1 | -16 | 3.0 | 46 | -2 | 1 | 1 | -24
O=C(CSc1nc2ccccc2c(=O)n1CCC(=O)N1CCCCC1)NCc1ccccc1 | -4 | -6 | · | -5 | -0.4 | 6 | -3 | 2 | -6 | -11
COc1ccccc1NS(=O)(=O)c1cccc(C(=O)N/N=C/c2ccccc2OCC(=O)O)c1 | -3 | -4 | 2 | -2 | -4.8 | 4 | 1 | 1 | -6 | -5
O=C(Cn1c(=O)cnc2ccccc21)N1CCCc2ccccc21 | 0 | -5 | 1 | -28 | -0.2 | · | -1 | 9 | -3 | -1
